Tb PYK inh: inhibitors of Trypanosoma brucei pyruvate kinase; Potency, µM (titrated, usually from 76.8 µM), without a hit: at the highest dose activity, negative = inhibition, hits mostly inhibitors; 410,000 compounds, 0.12% hits; Q57TT1; TbPYK enzyme, Kinase-Glo Plus ATP luminescence, 45 min; further: potency means the concentration at half of the fitted maximal effect; on the % scale 0 is the no-effect control and ±100 the full control effect; nearly all actives have a fitted effect of over 50% in size
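T. brucei PYK with substrate was exposed to pin-transferred compounds across a concentration series, then started with 130 uM ADP (final). After 45 min at room temperature, Kinase-Glo Plus luminescence was read, normalized and curve-fitted.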
LmPK inhibitor: LmPK (Leishmania mexicana) enzyme inhibition | Q27686 | purified LmPK, Kinase-Glo ATP luminescence, 1 h | Potency, µM (top dose mostly 57.5 µM), without a hit: at the top dose activity change, negative = inhibition, most hits filed as inhibitors | 290,000 compounds, 0.37% hits; further: potency means the concentration at half of the fitted maximal effect; on the % scale 0 is the no-effect control and ±100 the full control effect
Target sequence (Q27686 whole entry, looked up): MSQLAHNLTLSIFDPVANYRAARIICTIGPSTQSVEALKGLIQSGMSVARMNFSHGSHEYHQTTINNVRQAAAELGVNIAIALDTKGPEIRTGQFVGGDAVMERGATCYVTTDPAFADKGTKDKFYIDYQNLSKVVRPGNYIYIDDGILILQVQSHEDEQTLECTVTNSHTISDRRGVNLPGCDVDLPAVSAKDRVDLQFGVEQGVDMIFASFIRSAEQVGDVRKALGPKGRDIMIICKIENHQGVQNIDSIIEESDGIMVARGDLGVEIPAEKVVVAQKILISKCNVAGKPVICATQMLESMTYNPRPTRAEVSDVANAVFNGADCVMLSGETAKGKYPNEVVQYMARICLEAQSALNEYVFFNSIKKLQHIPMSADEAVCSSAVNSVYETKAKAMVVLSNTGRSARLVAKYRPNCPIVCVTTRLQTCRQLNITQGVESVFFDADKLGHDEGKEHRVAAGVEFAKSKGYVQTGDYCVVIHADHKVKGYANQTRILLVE
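Screened at intermediate enzyme activity to detect both inhibitors and activators: LmPK at 0.1 nM, with a 0.5 nM enzyme column as activation reference. PEP 0.5 mM, ADP 0.1 mM; ATP detected by luminescence after 1 h.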
Pf growth 96h: inhibits malaria parasite growth, 96 h; P. falciparum luciferase reporter growth, 96 h; Potency, µM (titrated, usually from 28.7 µM), without a hit: at the top dose activity change, negative = inhibition, actives largely listed as inhibitors; 320,000 compounds, 6.9% hits; AID 504834; further: potency means the concentration at half of the fitted maximal effect; on the % scale 0 is the no-effect control and ±100 the full control effect
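P. falciparum expressing integrated firefly luciferase, in erythrocytes at 2% hematocrit, 0.05% parasitemia, incubated with compounds 96 h at 37 C, 5% CO2. Growth inhibition read as loss of luminescence; two-generation exposure targets delayed-death apicoplast inhibitors.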
Shiga inhibitor: Shiga toxin inhibition; Vero cells, Shiga toxin protein synthesis inhibition reporter; inhibition, % at 38.7 µM; 290,000 compounds, 9.2% hits; AID 2315; in the data active means inhibition mostly above about 28%, no sharp cut-off; inactive means mostly below about 43%; further: 0% is about no effect
CHX counter: counter-screen for Shiga toxin inhibitors: cycloheximide protein synthesis inhibition; max response, %; 300,000 compounds, 12% hits; AID 2314; cell reporter, cycloheximide protein synthesis inhibition counterscreen; in the data active means max response mostly above about 13%, no sharp cut-off; inactive means mostly below about 14%; further: read at 38.3 µM for the half of the compounds with a filed dose; 0% is about no effect
HCV inh: inhibitors of hepatitis C virus infection; Potency, µM (top dose mostly 41.8 µM), for the others: top-dose activity change, negative = inhibition, most hits filed as inhibitors; Huh7.5.1 HCVcc-Cre infection, luciferase reporter, 44 h; AID 651820; 340,000 compounds, 3.4% hits; further: potency means the concentration at half of the fitted maximal effect; on the % scale 0 is the no-effect control and ±100 the full control effect
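1,000 cells/well; 4 h culture; + compound; + HCVcc-Cre (~0.5 moi); 44 h; luciferase substrate, RT 15 min; read 15 sec.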
Pf growth 48h: P. falciparum growth inhibition at 48 hours (one generation); AID 504832; Potency, µM (titrated, usually from 28.7 µM), inactives show at the top dose activity change, negative = inhibition, hits mostly inhibitors; P. falciparum luciferase growth in erythrocytes, 48 h; 310,000 compounds, 5.9% hits; further: potency means the concentration at half of the fitted maximal effect; on the % scale 0 is the no-effect control and ±100 the full control effect
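Compounds are pin-transferred into medium, infected erythrocytes (2% hematocrit, 0.1% parasitemia final) are added, and plates sit one parasite generation at 37 C in 5% CO2. Detection reagent is then added and luminescence measured.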
* marks the source's active call; other numbers are inactive results; ? = inconclusive; . = not tested or not shown; [ ] = remark or other dose. Unless noted, the call rests on the fitted dose curve; in most records, active means well fitted curve in the direction sought with a large enough effect; inconclusive means small, poorly fitted or top-dose-only effect, or another doubt; inactive means no such curve, though single readings can be large; an effect the other way counts as inactive or inconclusive. Not a hit list; any-hit rate near 24%.

SMILES	Tb PYK inh	LmPK inhibitor	Pf growth 96h	Shiga inhibitor	CHX counter	HCV inh	Pf growth 48h
COc1c(O)cc2c(c1O)C(=O)CC(c1ccccc1)O2 (stereo unspecified)	.	-3%	?	71*	44*	.	65%[activator]
O=C(NCC1CCCO1)c1nn2c(C(F)(F)F)cc(-c3cc(Br)cs3)nc2c1Br (stereo unspecified)	1%	-3%	33%[activator]	-8	-3	?	-12%
Cc1ccc(-c2csc3ncn(CC#N)c(=O)c23)cc1	-4%	4%	61%[activator]	8	1	-17%	-5%
COc1cccc(N2CCN(C(=O)c3ccc(CS(=O)Cc4ccc(Cl)cc4)o3)CC2)c1 (stereo unspecified)	-5%	-1%	?	21	0	?	-17%
Cc1ccc(NC(=O)NCC(c2cccnc2)N2CCOCC2)cc1 (stereo unspecified)	3%	-6%	12%	-6	-4	-5%	?
COc1ccc(N(C(=O)Cn2nnc(-c3ccc(Cl)cc3)n2)C(C(=O)NCC2CCCO2)c2ccc(C)cc2)cc1 (stereo unspecified)	.	9%	8%	-4	-3	6%	?
O=C(CCCc1c[nH]c2ccccc12)NCc1ccc2c(c1)OCO2	-5%	2%	.	-6	-3	-12%	13%
O=C(NCc1ccco1)c1cc2ccc(O)cc2oc1=O	?	14µM*	.	21	18	19%	105%[activator]
CCc1c(C)sc(NC(=O)OC)c1C(=O)N1CCOCC1	-2%	1%	-1%	28	-2	7%	0%
O=C(CNC(=O)c1cccc(Br)c1)N/N=C/c1cc(Br)cc(Br)c1O	2%	9%	-10%	-13	2	?	4%
Cc1ccc(NC(=O)COC(=O)/C=C/c2ccccc2)cc1S(=O)(=O)N1CCOCC1	-7%	7%	23%	-14	-4	7%	1%
Cc1c(/C=N\NC(=O)c2csc3ccccc23)cnn1C	2%	-5%	60%[activator]	27*	11	?	17%
COc1ccc(/C=C2\SC(=NCc3ccccc3)NC2=O)cc1	2%	7%	?	5	9	17%	?
CC(=O)c1cccc(NC(=O)C2CCCN(S(C)(=O)=O)C2)c1 (stereo unspecified)	-2%	-2%	.	-4	1	20%	6%
C/C(=N\Nc1nccnc1Cl)c1ccc(F)cc1	-2%	?	-12%	85*	33*	15%	0%
N#Cc1ccc(C23CC4CC(CC(C4)C2)C3)[nH]c1=O	4%	2%	3.7µM*	18	12	19%	?
COc1ccc(CNC(=O)CCCN2C(=O)NC3(CCCC3)C2=O)cc1	0%	.	-1%	.	.	7%	-12%
CCN(CC(=O)Nc1c(F)cccc1F)C(=O)c1cccc(S(=O)(=O)N2CCCCCC2)c1	-8%	.	?	.	.	7%	?
O=C(N/N=C/c1ccccn1)c1cc([N+](=O)[O-])cc([N+](=O)[O-])c1	-11%	0%	23%	-5	8	2%	?
COc1cc(NC(=O)COC(=O)CSc2ccc3ccccc3c2)c(C)cc1[N+](=O)[O-]	2%	5%	-18%	7	-3	20%	-1%
C=CCSc1nnc(-c2nnc(SCC=C)n2CC)n1CC	1%	-2%	12µM*	-15	1	-3%	10µM*
CC(=O)c1ccc(NC(=O)CSCCO)cc1	4%	-1%	.	81*	21*	?	12%
CCCn1c(NCc2ccc3c(c2)OCO3)nc2ccccc21	2%	-4%	?	34	20*	?	-28%
O=C(CNc1ccc(C(F)(F)F)cc1)Nc1cccc(S(=O)(=O)N2CCCC2)c1	5%	.	?	.	.	?	?
COC(=O)C1CCN(C(=O)c2ccc(NC(C)=O)cc2)CC1	-1%	0%	-56%	-19	-6	-13%	1%

Some of the entries so far, in CSV form:
Structure,Tb PYK inh,LmPK inhibitor,Pf growth 96h,Shiga inhibitor,CHX counter,HCV inh,Pf growth 48h
CCc1c(C)sc(NC(=O)OC)c1C(=O)N1CCOCC1,-2%,1%,-1%,28,-2,7%,0%
O=C(CNC(=O)c1cccc(Br)c1)N/N=C/c1cc(Br)cc(Br)c1O,2%,9%,-10%,-13,2,?,4%
Cc1ccc(NC(=O)COC(=O)/C=C/c2ccccc2)cc1S(=O)(=O)N1CCOCC1,-7%,7%,23%,-14,-4,7%,1%
Cc1c(/C=N\NC(=O)c2csc3ccccc23)cnn1C,2%,-5%,60%[activator],27*,11,?,17%
COc1ccc(/C=C2\SC(=NCc3ccccc3)NC2=O)cc1,2%,7%,?,5,9,17%,?

Next part:
SMILES	Tb PYK inh	LmPK inhibitor	Pf growth 96h	Shiga inhibitor	CHX counter	HCV inh	Pf growth 48h
Cc1cccc(-c2noc(CCCC(=O)NCC3CCCO3)n2)c1 (stereo unspecified)	-1%	0%	11%	28	-2	?	9%
Cc1nc2cc(F)ccc2n1C1CCN(C(=O)c2ccc(F)cc2F)CC1	-9%	1%	?	-8	0	?	?
CC1CCCCN1S(=O)(=O)c1ccc(C(=O)Nc2sccc2C(N)=O)cc1 (stereo unspecified)	0%	-2%	9.3µM*	60*	56*	?	9.3µM*
CCN1CCN(c2nc3ccccc3nc2C(C#N)C(=O)OCc2ccccc2)CC1 (stereo unspecified)	1%	2%	?	-19	-8	-30%	12µM*
O=C(CCCC1=NS(=O)(=O)c2ccccc2N1)N1CCC2(CC1)OCCO2	-22%	-10%	58%[activator]	-5	-3	8%	5%
O=C(NNS(=O)(=O)c1ccc(F)cc1)c1ccc2c(c1)OCO2	-11%	1%	-1%	10	-1	13%	4%
O=C(N/N=C/c1ccco1)c1cccc([N+](=O)[O-])c1	-4%	-1%	?	11	-2	2%	11%
NC(=O)CC(NC(=O)c1ccccc1)c1ccc(NCCN2CCCCC2)c([N+](=O)[O-])c1 (stereo unspecified)	-3%	8%	?	-3	0	-2%	-23%
O=C(CCN1c2ccccc2Sc2ccccc21)Nc1ccccc1	0%	0%	.	-1	9	13µM*	?
O=C(NC1CCSC1=O)c1ccc(Oc2cccc(C(F)(F)F)c2)nc1 (stereo unspecified)	-5%	2%	14%	-23	-2	5%	-17%
COc1ccc2nc(N3CCCC(C(=O)NCCc4ccc(OC)c(OC)c4)C3)sc2c1 (stereo unspecified)	3%	6%	?	95*	17*	?	0%
C=CCN(C(=O)CCC(=O)Nc1cc(C)on1)C(C(=O)NC1CCCC1)c1cccnc1 (stereo unspecified)	0%	-3%	-3%	-17	1	8%	3%
COc1ccc(S(=O)(=O)N(CC(=O)NCC2CCCO2)c2ccc(F)cc2)cc1OC (stereo unspecified)	5%	2%	?	-7	1	-9%	?
CCOc1ccccc1NC(=O)NCCc1c[nH]c2ccccc12	-7%	9%	-9%	-4	2	?	-10%
CCN(CC(=O)Nc1ccccc1C(F)(F)F)C(=O)CCS(=O)(=O)c1ccc(Cl)cc1	0%	.	8%	.	.	17%	8%
O=C(Nc1cccc2cccnc12)c1cccc(Cl)c1	6%	1%	?	88*	49*	?	4%
CCCOc1cc(NCc2ccccc2)c2ncn(C(C)C)c2c1	-3%	.	2.6µM*	.	.	?	8.3µM*
COc1c(Br)cc(Br)cc1/C=N/n1c(C)nnc1C	11%	-3%	.	-5	0	10%	19%
O=C(Cc1ccccc1)N/N=C/c1cccn1-c1ccc([N+](=O)[O-])cc1	-5%	4%	?	-3	8	?	?
COc1ccc(C2CC(c3cc(OC)ccc3OC)n3nnnc3N2)cc1 (stereo unspecified)	0%	3%	?	-8	1	-4%	-26%
COc1ccc(OC)c(S(=O)(=O)N2CCC(C(=O)NCCC3=CCCCC3)CC2)c1	-9%	4%	-19%	25	-3	-13%	13µM*
CCOC(=O)Cc1csc(NC(=O)/C=C/c2ccc(Br)o2)n1	-1%	-1%	?	34	27	?	77%[activator]
Cc1ccc(C(=O)NC(O)C(Cl)(Cl)Cl)cc1 (stereo unspecified)	-8%	1%	-13%	11	8	3%	-4%
Cc1cc(S(=O)(=O)Nc2cc(C)c(O)c(C)c2)c(C)s1	4%	0%	.	-7	-1	?	-5%
CC(=O)NCC1=C(NC(C)=O)C2CC1C(C)(C)C2C (stereo unspecified)	.	-6%	.	5	-4	4%	10%
Other records follow:
SMILES	Tb PYK inh	LmPK inhibitor	Pf growth 96h	Shiga inhibitor	CHX counter	HCV inh	Pf growth 48h
CCc1ccc(NC(=O)c2cccc(NC3=NC4CS(=O)(=O)CC4S3)c2)cc1 (stereo unspecified)	4%	2%	8%	-3	1	9%	-2%
CC(=O)Nc1ccc(NC(=O)C2CC(=O)Nc3ncnn32)cc1 (stereo unspecified)	5%	-1%	6%	-6	-3	13%	9%
Cc1ccc(S(=O)(=O)N2CCC(C)CC2)c([N+](=O)[O-])c1	4%	0%	-4%	-4	-5	18%	12%[5.75 µM]
COc1cc(OC)c(C2C(C(=O)N3CCOCC3)=C(C)NC3=C2C(=O)CC(C)(C)C3)cc1OC (stereo unspecified)	-3%	2%	.	13	-2	4%	.
O=C1/C(=C/c2ccccc2)N=C(N2CCOCC2)N1c1cccc(Cl)c1	-3%	1%	?	-1	-4	-27%	?
CCN1CCCC(Sc2nc3c([nH]2)c(=S)n(C)c(=O)n3C)C1 (stereo unspecified)	2%	-1%	?	9	-4	-3%	-14%
COc1ccc(-c2c(N)nnc3c2[nH]c2ccccc23)cc1OC	2%	-4%	80%[activator]	-17	-3	-4%	-12%
COC(=O)c1ccc(COc2ccc3c(C)c(C)c(=O)oc3c2C)o1	1%	8%	.	65*	15*	9%	?
CCOC(=O)C1CCN(c2c(NC3CCCc4ccccc43)c(=O)c2=O)CC1 (stereo unspecified)	0%	-2%	-16%	-11	-2	6%	4%
O=C(CCc1ccc(S(=O)(=O)N2CCOCC2)cc1)Oc1ccccc1	-9%	2%	?	-28	-4	2%	2%
CCOCCCNc1ncnc2c1nc1n2CCCC1	-7%	1%	?	-7	2	6%	40%[activator]
COc1ccc(CCNC(=O)Nc2cccc([N+](=O)[O-])c2)cc1	7%	3%	13µM*	10	-3	4%	17%
O=C(CCNC(=O)c1ccc([N+](=O)[O-])cc1)Nc1cccc(S(=O)(=O)N2CCCCCC2)c1	3%	.	-4%	.	.	-2%	-15%
CCOC(=O)c1sc2nc(C)nc(NCc3ccc(F)cc3)c2c1C	7%	0%	?	13	8	?	?
CC(=O)Nc1ccc(C(=O)OCc2ccc(Cl)cc2)cc1	-11%	4%	?	28	-3	-10%	15%
CCOc1ncccc1C(=O)OCC(=O)Nc1cc(S(=O)(=O)N2CCOCC2)ccc1C	-7%	0%	?	11	6	1%	0%
O=S(=O)(Nc1nc2ccccc2s1)c1ccc(Cl)s1	0%	10%	-23%	4	2	23%	.
CCOc1ccc(N(C(C)=O)c2nc(C)cc(C)c2C#N)cc1	0%	1%	-4%	-7	-4	0%	1%
O=C(Cc1cccc2ccccc12)N/N=C/c1ccc2cccc(O)c2n1	5%	7%	-13%	18	16	?	64%[activator]
COc1ccc(NS(=O)(=O)c2cc(NC(=O)Cn3cnc4c3c(=O)n(C)c(=O)n4C)ccc2C)cc1	5%	-2%	-32%	-11	-1	?	?
COc1ccc2[nH]c(C)c(CCNC(=S)Nc3cc(C)ccc3C)c2c1	-1%	-3%	-34%	-9	-4	?	-4%

One compound at a time, as listed above. Order of values: Tb PYK inh	LmPK inhibitor	Pf growth 96h	Shiga inhibitor	CHX counter	HCV inh	Pf growth 48h
O=C(CCCc1c[nH]c2ccccc12)NCc1ccc2c(c1)OCO2 is entered as -5%	2%	.	-6	-3	-12%	13%
CCOc1ccc(N(C(C)=O)c2nc(C)cc(C)c2C#N)cc1 is entered as 0%	1%	-4%	-7	-4	0%	1%

Bioassay records (PubChem)
